Compound activity as filed in PubChem BioAssay.
Sm TGR inh: blocks Schistosoma mansoni thioredoxin glutathione reductase; Q962Y6; purified TGR, DTNB reduction, TNB absorbance 405 nm; Potency, µM (top dose mostly 114 µM), for inactives: at the highest dose activity change, negative = inhibition, usual class: inhibitors; 3% of 360,000 active; AID 485364; also: potency is read from the fitted curve at half-maximal effect; nearly all actives have a fitted effect of over 60% in size
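TGR 20 nM + NADPH 100 uM (dispensed conc.), cpd preinc 15 min RT; start with NADPH (500 uM addition) then DTNB (15 mM addition). Kinetic TNB absorbance, 405 nm filter. Four-parameter Hill fit across titration.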
Tb PYK inh: blocks Trypanosoma brucei pyruvate kinase | 0.12% of 410,000 active | AID 624173 | Potency, µM (top dose mostly 76.8 µM), inactives show at the highest dose activity, negative = inhibition, most hits filed as inhibitors | TbPYK enzyme, Kinase-Glo Plus ATP luminescence, 45 min; also: potency is read from the fitted curve at half-maximal effect; nearly all actives have a fitted effect of over 50% in size
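Assay buffer: 50 mM TEA pH 7.2, 100 mM KCl, 10 mM MgCl2, 0.05% BSA, 0.01% Tween-20. Pyruvate kinase from T. brucei plus substrate met compound, then ADP (130 uM final). Luminescence was read post 45 min RT.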
AMA1-RON2 inh: disrupts binding of P. falciparum AMA1 to RON2. AlphaScreen AMA1-biotinylated RON2 peptide binding. Potency, µM (top dose mostly 58.2 µM), for the others: at the highest dose activity change, negative = inhibition, actives largely listed as inhibitors. 0.2% of 360,000 active;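 also: potency is read from the fitted curve at half-maximal effect; 0% = vehicle wells and -100% = peptide control; nearly all actives have a fitted effect of over 45% in size; some results filed as inactive show a strong effect at the top dose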
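AMA1 (3D7) with his tag at 25 nM final met compounds first, then biotinylated RON2 peptide at 25 nM; detection used donor plus acceptor beads, 10 µg/mL apiece, read by AlphaScreen after 30 min at room temperature.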
AmpC inh no detg: blocks E. coli AmpC beta-lactamase in detergent-free assay; AmpC nitrocefin hydrolysis, absorbance 480 nm, 0.0001% Triton; Potency, µM (highest dose often 57.1 µM), for the others: at the top dose activity change, negative = inhibition, most hits filed as inhibitors; 0.52% of 330,000 active;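 also: potency is read from the fitted curve at half-maximal effect; plate controls were no compound for no effect and no enzyme for full effect; nearly all actives have a fitted effect of over 20% in size; some results filed as inactive show a strong effect at the top dose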
Target sequence (P00811 whole entry, looked up): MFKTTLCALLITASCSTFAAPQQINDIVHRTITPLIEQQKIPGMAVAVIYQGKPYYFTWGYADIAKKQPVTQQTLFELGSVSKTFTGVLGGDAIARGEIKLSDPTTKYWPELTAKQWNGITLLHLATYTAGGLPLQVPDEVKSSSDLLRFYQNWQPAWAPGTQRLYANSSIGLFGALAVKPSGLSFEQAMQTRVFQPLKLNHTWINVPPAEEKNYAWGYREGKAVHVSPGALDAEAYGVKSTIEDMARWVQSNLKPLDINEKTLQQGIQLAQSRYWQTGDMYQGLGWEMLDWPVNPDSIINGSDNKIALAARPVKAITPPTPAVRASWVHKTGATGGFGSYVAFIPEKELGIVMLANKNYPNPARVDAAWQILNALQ
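AmpC (5.3 nM in the dispensed reagent) in 20 mM phosphate pH 7.0 with 0.01% (detergent screen) or 0.0001% Triton X-100 was preincubated with compounds for 15 min at room temperature. Nitrocefin was then added from an 800 uM solution, and hydrolysis was followed at 480 nm.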
LmPK inhibitor: blocks Leishmania mexicana pyruvate kinase activity; Q27686; 0.37% of 290,000 active; AID 1721; purified LmPK, Kinase-Glo ATP luminescence, 1 h; Potency, µM (highest dose often 57.5 µM), for inactives: at the highest dose activity change, negative = inhibition, hits mostly inhibitors; also: potency is read from the fitted curve at half-maximal effect
Target sequence (Q27686 whole entry, looked up): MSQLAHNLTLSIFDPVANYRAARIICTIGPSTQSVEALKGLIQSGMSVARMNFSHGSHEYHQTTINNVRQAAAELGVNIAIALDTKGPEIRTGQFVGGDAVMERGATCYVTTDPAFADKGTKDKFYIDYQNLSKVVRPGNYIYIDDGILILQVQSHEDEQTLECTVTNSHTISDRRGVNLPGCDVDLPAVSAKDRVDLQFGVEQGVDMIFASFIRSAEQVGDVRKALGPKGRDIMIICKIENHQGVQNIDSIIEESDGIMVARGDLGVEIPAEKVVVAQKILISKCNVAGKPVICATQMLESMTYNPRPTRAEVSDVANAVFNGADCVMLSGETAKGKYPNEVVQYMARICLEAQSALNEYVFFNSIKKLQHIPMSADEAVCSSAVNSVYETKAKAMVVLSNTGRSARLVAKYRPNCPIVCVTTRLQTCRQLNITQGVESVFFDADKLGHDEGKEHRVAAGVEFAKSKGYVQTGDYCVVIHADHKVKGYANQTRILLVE
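ATP generated from ADP (0.1 mM) and PEP (0.5 mM) by 0.1 nM LmPK over 1 h at room temperature (pH 7.2 imidazole buffer) was detected by coupled luciferase luminescence. Values were normalized to uninhibited and no-enzyme wells.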
HCMV antiviral: blocks human cytomegalovirus replication; HFF cells, HCMV-luciferase reporter, 72 h; active compounds read low; activity change, negative = inhibition, % at 57.5 µM; 4.5% of 410,000 active; AID 1259415; in the data active = activity change below about -60%; inconclusive = no clear call, values can overlap the other calls; inactive = above about -39%
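HFF cells seeded 16 h at 37C, treated with compounds, infected with luciferase-reporter HCMV at MOI 1 PFU/cell; luciferase read at 72 h post infection, normalized to buffer-only and Salinomycin controls.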
AmpC detergent: inhibitors of E. coli AmpC beta-lactamase with detergent. AmpC hydrolysis of nitrocefin, absorbance 480 nm, 0.01% Triton. Potency, µM (top dose mostly 114 µM), for the others: top-dose activity change, negative = inhibition, actives largely listed as inhibitors. 0.041% of 370,000 active. AID 485294;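 also: potency is read from the fitted curve at half-maximal effect; 0% = no-compound wells and -100% = no-enzyme wells; nearly all actives have a fitted effect of over 25% in size; some results filed as inactive show a strong effect at the top dose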
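AmpC (5.3 nM in the dispensed reagent) in 20 mM phosphate pH 7.0 with 0.01% (detergent screen) or 0.0001% Triton X-100 was preincubated with compounds for 15 min at room temperature. Nitrocefin was then added from an 800 uM solution, and hydrolysis was followed at 480 nm.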
Numbers without * were called inactive; u = inconclusive; x = no result given; & = joins results of further samples; [ ] = another dose, or the depositor's remark. Unless noted, calls follow the shape of the dose curve; as a rule, active = well fitted curve in the direction sought with a large enough effect; inconclusive = small, poorly fitted or top-dose-only effect, or another doubt; inactive = no such curve, though single readings can be large; an effect the other way counts as inactive or inconclusive. Unless noted, % is scaled to controls: 0 for no effect and ±100 for the full control effect. Rows are unselected; 7.4% or so of the library scored in one or more.

SMILES	Sm TGR inh	Tb PYK inh	AMA1-RON2 inh	AmpC inh no detg	LmPK inhibitor	HCMV antiviral	AmpC detergent
Cc1noc(NS(=O)(=O)c2ccc(NC(=O)CS(=O)(=O)c3ccccc3)cc2)c1C	-32%	-21%	-2%	-21%	-6%	-17	0%
COc1ccc(CNC(=O)C2CCN(S(=O)(=O)c3ccc(F)cc3)CC2)cc1	3%	0%	x	x	x	24	6%
O=C(c1ccccc1)n1nc(-c2ccco2)nc1NCc1cccs1	-20%	-10%	x	x	x	15	11%
CC(NCCC1(Cc2ccccc2Cl)CCOC(C)(C)C1)c1cccs1 (stereo not drawn)	5%	1%	6%	98%[activator]	-6%	15	-9%
CSc1ccccc1OCc1cc(C(=O)NCCc2nc(C)cc(C)n2)no1	-1%	2%	-4%	29%	-10%	55	u
CCOC(=O)C1CCCN(C(=O)c2c(C)nn(-c3ccc(F)cc3)c2-n2cccc2)C1 (stereo not drawn)	0%	-9%	x	x	x	10	18%
Cc1cccc(NC(=O)Cn2cc(C=O)c3ccccc32)c1	7%	-6%	12%	-17%	-3%	-24	3%
CCCCn1c(N)c(N(CC(C)C)C(=O)C2CC(=O)N(c3ccccc3C(C)CC)C2)c(=O)[nH]c1=O (stereo not drawn)	-4%	0%	-13%	38%	x	-25	0%
CN(C)S(=O)(=O)c1cc(NC(=O)CN2CCN(c3ccccc3F)CC2)ccc1Cl	18%	0%	-4%	26%	-1%	29	7%
COc1cc(/C=N/Nc2ccnc(=O)[nH]2)ccc1O	1%	2%	73%[activator]	-8%	-3%	149	1%
O=C(O)c1cc(Cl)ccc1-c1ccc(/C=C/c2cc(C(F)(F)F)[nH]c(=O)n2)o1	u	0%	4%	-29%	24%	0	2%
O=C(CN1C(=O)COc2ccc(S(=O)(=O)N3CCCCC3)cc21)NCc1ccc(F)cc1	-12%&4%	-3%&1%	-4%	-19%	5%	-30&-10	-6%&6%
COc1ccc(NC2CC(=O)NC2=O)cc1 (stereo not drawn)	-22%	-18%	18%	-1%	-3%	16	0%
O=C(COc1ncnc2c(Cl)cc(Cl)cc12)NC1CCCCCC1	6%	1%	-1%	-19%	0%	-13	-14%
CCCCc1nn2c(=O)cc(COC(=O)c3ccccc3C)nc2s1	0%	2%	x	x	x	13	19%
Cc1ccc(N(C(C)C(=O)N2CCCC2)S(C)(=O)=O)cc1 (stereo not drawn)	8%	-2%	-3%	1%	-5%	2	-12%
COc1ccc(CCCC(=O)N/N=C/c2ccccc2OC)cc1	10%	-6%	22%	-16%	8%	47	-1%
O=C(CSC1=NS(=O)(=O)c2cc(F)ccc2N1)Nc1ccccc1	-2%	0%	0%	-11%	x	6	0%
Clc1cccc(CN2CCc3c([nH]c4ccccc34)C2)c1	-31%	6%	u	-7%	-3%	57	-2%
CCn1c(CNC(=O)Cc2ccc(OC)cc2)nnc1SCC(=O)c1ccccc1	32µM*	-24%	-11%	50%	1%	-14	u
CCN(Cc1ccccc1)C(=O)COC(=O)c1n[nH]c2ccccc12	-9%	0%	1%	0%	3%	-31	-2%
COc1ccc(NC(=O)Cc2noc3ccc(C)cc23)cc1Cl	6%	1%	x	x	x	-25	15%
COC(=O)C1=C(c2ccc(C(C)=O)cc2)C[C@@H]2CC[C@H]1N2C(=O)NC(C)C	35µM*	0%	-4%	-4%	x	0	7%
CC(C)C[C@H]1CN=C(Nc2ccccc2)N1CC1CCCCCC1	-5%	-2%	6%	1%	x	-35	-15%
Cc1ccc(CNC(=O)C2CC3Cn4c(nc5cc(C)c(C)cc54)C3N2C)o1 (stereo not drawn)	0%	-6%	-2%	27%	5%	23	0%

Entries of single compounds as entered above.
Entry for `CCN(Cc1ccccc1)C(=O)COC(=O)c1n[nH]c2ccccc12` : Sm TGR inh = -9%; Tb PYK inh = 0%; AMA1-RON2 inh = 1%; AmpC inh no detg = 0%; LmPK inhibitor = 3%; HCMV antiviral = -31; AmpC detergent = -2%
Entry for `COc1cc(/C=N/Nc2ccnc(=O)[nH]2)ccc1O` : Sm TGR inh = 1%; Tb PYK inh = 2%; AMA1-RON2 inh = 73%[activator]; AmpC inh no detg = -8%; LmPK inhibitor = -3%; HCMV antiviral = 149; AmpC detergent = 1%

New compounds follow:
SMILES	Sm TGR inh	Tb PYK inh	AMA1-RON2 inh	AmpC inh no detg	LmPK inhibitor	HCMV antiviral	AmpC detergent
CCOc1ccc(C2C(C(=O)c3ccco3)=C(O)C(=O)N2CCN2CCOCC2)cc1 (stereo not drawn)	u	-7%	7%	11%	-11%	-26	0%
CCOc1ccc(NC(=O)CN(C)C(=O)C2CC(=O)N(c3cccc(SC)c3)C2)cc1OCC (stereo not drawn)	x	1%	-5%	x	x	-16	x
CCN(CC(=O)O)S(=O)(=O)c1cc(Cl)ccc1Cl	-5%	-2%	-2%	-16%	-7%	5	u
COc1ccc(C2N(S(=O)(=O)c3ccccc3)CCN2S(=O)(=O)c2ccc(C)cc2)cc1 (stereo not drawn)	1%	-13%	-4%	-14%	0%	-6	2%
Cc1ccccc1OCCn1c(=N)n(C(C)C)c2ccccc21	-6%	2%	x	x	x	-69*	1%
CC(=O)Nc1ccc(-c2csc(NC(C)c3ccccc3)n2)cc1 (stereo not drawn)	-19%	-3%	-14%	-43%	5%	26	-8%
CCOc1ccc(NC(=O)CN(C)C(=O)Cc2c[nH]c3ccccc23)cc1OCC	-6%	1%	-21%	-19%	x	0	-18%
Cc1cccnc1NC(=O)Cn1nc([N+](=O)[O-])cc1C	2%	-1%	-2%	-28%	1%	u	u
COc1ccc2c(c1)C(C1C(=O)CCCC1=O)c1ccccc1O2 (stereo not drawn)	-23%	-1%	6%	-13%	0%	-20	2%
O=C(Nc1ccccc1N1CCCC1)c1ccc(Cl)cc1Cl	0%	1%	-19%	-22%	6%	-17	8%
CCOC(=O)c1c(C)c(C(=O)NCc2cccs2)c(C)n1C	16%	-6%	-13%	-2%	3%	-22	-2%
COc1ccc(Cc2c(-c3ccc(C)cc3)nc3ccc(Cl)cn23)c(C)c1	x	3%	1%	x	x	26	x
O=C(CSc1nnc(-c2ccco2)n1-c1ccccc1)NCc1ccco1	-30%	-19%	-4%	-24%	-2%	18	0%
COC1=C[C@@H]2C3=C([C@@H]2C1=O)[C@@H](NC(C)=O)CCc1cc(OC)c(OC)c(OC)c13	-5%	2%	0%	-6%	x	10	-6%
COC(=O)CSc1ccnc2cc(Cl)ccc12	0%	0%	27%	8%	1%	19	5%
NC(=O)C1CCN(C(c2ccccc2Cl)c2nnnn2Cc2ccc3c(c2)OCO3)CC1 (stereo not drawn)	u	-6%	-25%	47%	4%	18	u
COc1ccc(CN2CCC(CNS(=O)(=O)c3cccc(C(F)(F)F)c3)CC2)cc1	-3%	1%	-18%	33%	-2%	-37	-9%
CN(C)/C=N/c1nc(Sc2ccc(C(F)(F)F)cc2[N+](=O)[O-])n[nH]1	17%	1%	-13%	-5%	2%	50	-2%
CCN(CC)S(=O)(=O)c1ccc(NC(=O)COC(=O)c2c[nH]c(=O)[nH]c2=O)cc1	-8%	2%	-6%	-19%	0%	-21	-11%
COc1ccccc1C1CCN(C(=O)c2ccco2)CC1	13%	2%	-14%	-10%	-5%	56	-2%
COc1ccc(C(=O)NC(=S)Nc2ccc(CN3CCOCC3)cc2)cc1Cl	14µM*	2%	63%[activator]	131%[activator]	-9%	u	-7%
CC(=O)C[C@H]1c2cc(C(F)(F)F)ccc2S(=O)(=O)N1c1ccc(N(C)C)cc1	x	-15%	-19%	x	x	-1	x
O=C(Nc1nc2ccccc2[nH]1)c1ccc(Cl)cc1	8%	-15%	79%[activator]	-26%	-16%	3	u
CC(=C/c1ccccc1)/C=N/NC(=O)c1cnccn1	-27%	0%	13%	-4%	-1%	-36	-11%
O=C(C(=O)N1CCN(c2ccccc2Cl)CC1)c1c[nH]c2ccccc12	14%	0%	-6%	-11%	-1%	0	4%

(list continues)
SMILES	Sm TGR inh	Tb PYK inh	AMA1-RON2 inh	AmpC inh no detg	LmPK inhibitor	HCMV antiviral	AmpC detergent
O=C1N=C(N2CCCCC2)S/C1=C\c1ccc(Cl)cc1	-6%	3%	6%	-1%	0%	32	u
CC(C)NC(=O)N(C)C[C@H]1OCCCC[C@@H](C)Oc2ccc(NC(=O)C3CCCCC3)cc2C(=O)N([C@H](C)CO)C[C@@H]1C	x	-2%	12%	x	x	-28	x
COc1cccc(=O)c2c(C)n(C)c(C)c12	u	-1%	u	5%	-4%	-8	-9%
CC(Oc1ccc2c(-c3ccccc3)cc(=O)oc2c1)C(=O)NCCCN1CCOCC1 (stereo not drawn)	3%	5%	17%	114%[activator]	0%	-21	-6%
COc1ccc(CCNC(=O)C2CCC(CNS(=O)(=O)c3ccccc3)CC2)cc1OC (stereo not drawn)	-7%	x	x	27%	4%	x	-8%
COC(=O)c1ccc2c(c1)N(CC(=O)Nc1ccc(C)cc1Cl)C(=O)c1ccccc1S2	1%	-4%	x	x	x	18	-2%

An excerpt of these results, with two lines to a compound.
The line under a structure holds: Sm TGR inh	Tb PYK inh	AMA1-RON2 inh	AmpC inh no detg	LmPK inhibitor	HCMV antiviral	AmpC detergent
- O=C(Nc1nc2ccccc2[nH]1)c1ccc(Cl)cc1
    8%	-15%	79%[activator]	-26%	-16%	3	u
- COc1ccc(CNC(=O)C2CCN(S(=O)(=O)c3ccc(F)cc3)CC2)cc1
    3%	0%	x	x	x	24	6%
- COC(=O)CSc1ccnc2cc(Cl)ccc12
    0%	0%	27%	8%	1%	19	5%
- O=C(CSc1nnc(-c2ccco2)n1-c1ccccc1)NCc1ccco1
    -30%	-19%	-4%	-24%	-2%	18	0%
- CCOC(=O)C1CCCN(C(=O)c2c(C)nn(-c3ccc(F)cc3)c2-n2cccc2)C1 (stereo not drawn)
    0%	-9%	x	x	x	10	18%
